Hsp70 activator – switches on Hsp70 transcription | HeLa Hsp70 promoter luciferase reporter, luminescence; scaled: vehicle 0, proteasome-inhibitor control 100% | 200,000 compounds, 0.04% hits | AID 1203 | activation, % at 10 µM;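 active = activation above the mean across all tested compounds plus 3 SD, cutoff set per campaign, cut at about 5.5% in these data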;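 also: 100% = MG132 at 30 µM as the positive control and 0% = DMSO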
G6PDH CS – L. mesenteroides G6PDH inhibition counter-screen; Purified L. mesenteroides G6PDH, diaphorase/resazurin coupled fluorescence, 45 min; inhibition, % at 5 µM; 200,000 compounds, 0.12% hits; in the data active = inhibition above about 50%
FLuc stim CS – affects firefly luciferase, flagging false hits in luciferase stimulation screens | ATPlite luciferase biochemical, luminescence, 10 min; 0 = ATP-free wells, 1 = DMSO control | activation factor at 10 µM | 200,000 tested, under 10 active | AID 1027;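 active = luciferase activation factor, scaled between plate controls, of at least 2 with compound at 10 µM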
Target sequence (P08659 whole entry, looked up): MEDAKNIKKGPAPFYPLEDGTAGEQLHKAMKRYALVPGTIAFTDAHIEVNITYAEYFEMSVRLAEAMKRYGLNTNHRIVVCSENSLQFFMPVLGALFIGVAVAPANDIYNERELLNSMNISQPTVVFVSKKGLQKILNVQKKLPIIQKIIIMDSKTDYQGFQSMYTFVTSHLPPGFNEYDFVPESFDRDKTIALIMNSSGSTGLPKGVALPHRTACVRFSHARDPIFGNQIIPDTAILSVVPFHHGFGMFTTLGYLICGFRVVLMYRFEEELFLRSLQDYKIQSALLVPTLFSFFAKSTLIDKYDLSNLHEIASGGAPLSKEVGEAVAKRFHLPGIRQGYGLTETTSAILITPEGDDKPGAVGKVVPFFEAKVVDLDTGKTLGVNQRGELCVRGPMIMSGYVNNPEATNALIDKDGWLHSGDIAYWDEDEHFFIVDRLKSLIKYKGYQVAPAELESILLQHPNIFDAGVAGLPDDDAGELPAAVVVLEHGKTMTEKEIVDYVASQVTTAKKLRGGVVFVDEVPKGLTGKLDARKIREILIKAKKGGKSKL
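test system = cell-free luciferase reagent | medium = PBS as buffer for the ATP substrate | dosing = test compounds dosed from 2 mM stocks in 100% DMSO | incubation = 10 min at ambient temperature | detection = luminescence measurement of luciferase light output | benchmarks = low control with PBS replacing ATP, high control enzyme plus ATP without compound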
APP 5UTR inh – APP translation inhibition. SH-SY5Y APP 5'UTR-luciferase reporter, luminescence. inhibition, % at 2 µM. 190,000 compounds, 0.82% hits. AID 1285;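 active = inhibition above a set limit, derived from the sample mean plus 3 SD, cut at about 45% in these data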; also: values of inactives mirror those of a sister screen read the other way
NF-kB expr up – raises NF-kB expression in human neuronal cells; NF-kB reporter expression; hits give high values; fold change at 12.5 µM; 190,000 compounds, 1.6% hits; AID 1239; in the data active = fold change above about 3.3
FLuc inhib CS – counter-screen for luciferase assay inhibitors: firefly luciferase inhibition | inhibition, % at 10 µM | P08659 | 200,000 compounds, 1.5% hits | ATPLite firefly luciferase biochemical luminescence, 10 min;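 active = inhibition above about 50% when tested at 10 µM, limit read from the data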
Efa HMGR inh – blocks class II HMG-CoA reductase of Enterococcus faecalis; purified E. faecalis HMGR, NADPH absorbance 340 nm kinetic; inhibition, % at 10 µM; 190,000 compounds, 0.41% hits; AID 1066;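 active = inhibition above a set limit, the median over all tested compounds plus 3 SD, cut at about 9.5% in these data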;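 also: enzyme runs in reverse so mevalonate oxidation gives rising NADPH absorbance; 0% = complete reaction with DMSO and 100% = background rate lacking mevalonate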
Redox H2O2 prof – compounds producing H2O2 with reducing agent – biochemical, NIH compound library profiling, artefact control for MLSCN library redox annotation, primary screen; DTT-dependent redox cycling H2O2, phenol red/HRP absorbance; 100% = 100 µM peroxide control, 0% = buffer; activation, % at 10 µM; 200,000 compounds, 0.03% hits; AID 878;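 active = activation of at least 50% relative to the plate's high and low controls in the primary single-dose screen; inactive = activation below 50%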;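 also: compound incubated with DTT at 0.8 mM final as the reducing agent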
APP 5'UTR act – APP 5'UTR luciferase reporter activation | activation, % at 2 µM | 190,000 compounds, 1% hits | SH-SY5Y APP 5'UTR luciferase reporter, luminescence; zero percent = DMSO vehicle wells;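 active = activation above a set limit, based on mean plus 3 SD of controls, cut at about 140% in these data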; also: values of inactives mirror those of a sister screen read the other way
STAT1 activator – STAT1 signaling activation | NIH 3T3 STAT1-luciferase reporter, IFN-gamma, luminescence; 100% = IFN-gamma alone, no compound | activation (% of control), % at 5.5 µM | 200,000 compounds, 2.6% hits | AID 932;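 active = activation above the screen-wide mean activation plus 3 SD, cut at about 130% in these data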;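 also: raw ratio to IFN-gamma control signal so 100% means no change and 0% no light; values of inactives mirror those of a sister screen read the other way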
* marks the source's active call; other numbers are inactive results; / = no result given. This is a subset, so the mix of outcomes need not match the whole.

Values in the order – Hsp70 activator	G6PDH CS	FLuc stim CS	APP 5UTR inh	NF-kB expr up	FLuc inhib CS	Efa HMGR inh	Redox H2O2 prof	APP 5'UTR act	STAT1 activator
1. NC(=S)N/N=C/c1coc2ccccc2c1=O
  -0.3	-11	1	20	1	-2	-1	-0.2	-20	97
2. CCc1ccc(OCCCN=C(C)c2c(O)n(C)c(=O)n(C)c2=O)cc1
  0.0	11	1	12	0.76	-4	1	2.2	-12	101
3. CCc1ccc(-c2nn(Cc3ccccc3)cc2C=O)cc1
  0.1	6	1	-133	4.1*	-1	-1	0.1	133	170*
4. COc1cc(OC)cc(C(=O)Nc2ccc(Br)cc2C(=O)c2ccccc2)c1
  0.9	-19	1.1	3	1.2	-7	-1	4.5	-3	97
5. O=C1C2CCCN2C(c2cccs2)N1c1ccccn1 (stereo not drawn)
  -0.1	11	1	-2	0.96	-3	-3	-2.5	2	102
6. Cn1cccc1/C=C1\C(=O)NC(=O)N(Cc2ccco2)C1=O
  0.2	15	1.1	-6	1.8	-11	-4	-0.5	6	112
7. O=C(NCC(c1cccnc1)N1CCN(c2ccccc2F)CC1)Oc1ccccc1 (stereo not drawn)
  -0.5	11	1	6	0.88	-1	-7	0.3	-6	102
8. ON1C2CCCCC2N(O)C1c1ccccc1 (stereo not drawn)
  -0.2	14	1	/	1.2	-2	2	2.6	/	102
9. CC(=O)Nc1ccccc1C(=O)OCC(=O)c1cccc2ccccc12
  -0.3	2	1.1	-8	0.74	-7	-2	2.7	8	104
10. CCc1ccc(-n2c(O)c(/C=N/NC(=O)c3ccncc3)c(=O)[nH]c2=O)cc1
  -0.4	-24	1.1	-2	1.1	-6	-1	0.4	2	97
11. COc1ccc(OC)c(C(O)C(C)N)c1 (stereo not drawn)
  -0.2	9	1.1	-8	1.1	-6	3	3.8	8	108
12. CSCCC(N=Cc1c(O)n(-c2ccc(Cl)cc2)c(=O)[nH]c1=O)C(=O)OC(C)(C)C (stereo not drawn)
  -0.3	1	1	16	1.1	-4	1	0.1	-16	98
13. Cc1ccnc(-n2c(-c3ccccc3)nc3ccccc3c2=O)c1
  -0.2	-9	1	13	1.1	-4	6	-2.7	-13	100
14. OC(CCNCCc1c[nH]c2ccccc12)C(F)(F)Cl (stereo not drawn)
  -0.1	4	1	10	0.95	-4	-2	-0.1	-10	94
15. O=c1[nH]c(=S)n(-c2ccc(Cl)cc2)c(O)c1C=Nc1ccc(N2CCOCC2)cc1
  -0.6	2	1	-12	1	-4	-3	-0.2	12	103
16. O=C(NC1CC1)C1CSC(c2cccnc2)=N1 (stereo not drawn)
  -0.3	0	1.1	5	1.1	-8	-1	0.0	-5	92
17. Cc1cccc(N2C(=O)/C(=C/N3CCN(C(=O)c4ccco4)CC3)C(=O)NC2=S)c1
  -0.4	-7	1.1	10	1	-7	-3	0.2	-10	104
18. CCN(CC)C(=O)c1ccc(NC(=O)COc2ccc([N+](=O)[O-])cc2Cl)cc1
  -0.4	2	1.1	-9	0.98	-8	-2	0.4	9	100
19. CCN1CCN(C(=O)Cc2c(C)n(C(=O)c3ccc(Cl)cc3)c3ccc(OC)cc23)CC1
  0.7	-5	1	10	1.3	-3	-2	-0.5	-10	100
20. NP(=O)(OCC(F)(F)F)Oc1ccccc1 (stereo not drawn)
  0.0	/	/	7	/	/	/	-1.6	-7	94
21. Cc1ccccc1-n1c(O)c(C=Nc2ccc3c(c2)OCO3)c(=O)[nH]c1=O
  -0.3	-2	1.1	-6	1.3	-5	-5	0.4	6	99
22. O=C(c1ccco1)c1cn(Cc2ccccc2)c2ccccc12
  -0.3	5	1	9	1.1	-5	-7	0.2	-9	106
23. COc1nc2ccccc2c(=O)n1-c1ccc(C)cc1
  -0.3	1	1.1	-11	1.3	-6	2	-0.5	11	92
24. CCN(CC)CCNC(=O)c1c(O)c2ccccc2n(Cc2ccccc2)c1=O
  -0.3	5	1	-7	0.89	-4	-6	0.0	7	100
25. O=C1NC(=O)C(CCc2ccccn2)(Cc2cccc(Cl)c2Cl)C(=O)N1c1ccc(Br)cc1 (stereo not drawn)
  -0.1	4	1	-15	0.88	-2	4	0.0	15	98
26. CC(ON1CC1(C(F)(F)F)C(F)(F)F)(C(N)=O)C(N)=O (stereo not drawn)
  -0.1	5	1.1	1	1.2	-7	3	-0.7	-1	92
27. CCOC(=O)COc1ccc2c(c1)c(C(C)=O)c(C)n2Cc1ccccc1
  0.0	-5	1.1	-4	1.2	-9	-2	-0.8	4	100
28. COCc1cc(C2SCC(=O)Nc3c2c(=O)[nH]n3C(C)C)ccc1OC (stereo not drawn)
  0.0	5	1.1	-8	1.1	-7	3	1.4	8	97
29. O=C(C1CC(c2ccccc2O)=NO1)N1CCC2(CC1)OCCO2 (stereo not drawn)
  0.9	1	1	-79	1.4	2	2	0.4	79	122
30. CC1=CC(=C2C(=O)NC(=S)NC2=O)C=C(C(F)(F)F)N1C
  -0.4	-1	1	-10	1.1	-4	1	0.0	10	99

Gathered by group: those above with four or more nitrogen atoms (4)
Values in the order – Hsp70 activator	G6PDH CS	FLuc stim CS	APP 5UTR inh	NF-kB expr up	FLuc inhib CS	Efa HMGR inh	Redox H2O2 prof	APP 5'UTR act	STAT1 activator
7. O=C(NCC(c1cccnc1)N1CCN(c2ccccc2F)CC1)Oc1ccccc1 (stereo not drawn)
  -0.5	11	1	6	0.88	-1	-7	0.3	-6	102
10. CCc1ccc(-n2c(O)c(/C=N/NC(=O)c3ccncc3)c(=O)[nH]c2=O)cc1
  -0.4	-24	1.1	-2	1.1	-6	-1	0.4	2	97
15. O=c1[nH]c(=S)n(-c2ccc(Cl)cc2)c(O)c1C=Nc1ccc(N2CCOCC2)cc1
  -0.6	2	1	-12	1	-4	-3	-0.2	12	103
17. Cc1cccc(N2C(=O)/C(=C/N3CCN(C(=O)c4ccco4)CC3)C(=O)NC2=S)c1
  -0.4	-7	1.1	10	1	-7	-3	0.2	-10	104

(listing goes on)
Values in the order – Hsp70 activator	G6PDH CS	FLuc stim CS	APP 5UTR inh	NF-kB expr up	FLuc inhib CS	Efa HMGR inh	Redox H2O2 prof	APP 5'UTR act	STAT1 activator
31. CCC(=NCc1ccco1)c1c(O)n(C2CCCCC2)c(=O)[nH]c1=O
  0.3	1	1.1	1	0.83	-6	0	0.0	-1	101
32. CCOCCCNC(=O)C1c2cc(OC)c(OC)cc2C(=O)N2CCCCC12 (stereo not drawn)
  0.0	-3	1	13	1.5	-4	1	0.3	-13	99
33. COc1cccc(OCC(=O)N2CCN(C)CC2)c1
  -0.2	6	1	3	0.89	-3	2	0.2	-3	107
34. O=C(Cc1ccccc1)N1CCN(C2CCCC2)CC1
  -0.2	0	1	-10	1.1	0	-1	-3.5	10	104
35. CN1CCN(C(=O)OC2c3nccnc3C(=O)N2c2ccc(Cl)cn2)CC1 (stereo not drawn)
  -0.4	8	1.1	-14	1.2	-7	-8	-0.6	14	102
36. CCC(=O)OC1(c2ccccc2)CCN(C)CC1C (stereo not drawn)
  -0.1	16	1	10	1.1	0	0	-0.7	-10	99
37. COc1ccc(CCNCc2ccc(C)s2)cc1OC
  -0.1	5	1	-17	1.1	-5	-3	-0.1	17	99
38. CCOC(=O)C1=C(N)Oc2cc(C)oc(=O)c2C12C(=O)N1c3c(cc(OC)cc32)C(C)=CC1(C)C (stereo not drawn)
  0.0	-10	1	11	0.99	-5	-2	-0.2	-11	108
39. CN1CCN(C(=O)COc2ccc(N(C)S(=O)(=O)c3ccc(F)cc3)cc2)CC1
  -0.5	2	1.1	3	1	-7	-4	-0.5	-3	100
40. O=C1NC(=O)N(CCC2=CCCCC2)C(=O)/C1=C\c1cccs1
  -0.1	2	1	-15	1.7	-2	-1	0.2	15	95
41. CC1=CC(=O)C2=C(C)CC(O)C3C(C)C(=O)OC3C12 (stereo not drawn)
  0.1	4	1	-6	1	-4	-11	-0.4	6	101
42. CN1C(=O)C(=Cc2ccc(N3CCOCC3)o2)C(=O)N(C)C1=S
  -0.4	4	0.9	-16	1.1	10	-6	8.9	16	102
43. Cc1nn(Cc2ccccc2)c(Cl)c1C(=O)Nc1ccc(OC(F)(F)F)cc1
  -0.1	-3	1.1	-18	1.3	-14	-1	-0.2	18	92
44. O=C(C(Cc1ccccc1)NS(=O)(=O)c1cccc2nsnc12)N1CCC2(CC1)OCCO2 (stereo not drawn)
  -0.4	0	1	-5	1	-2	-4	0.2	5	101
45. Cc1nc2ccccc2c(=O)n1-c1ccccn1
  0.5	19	1	-17	1.1	-1	2	0.1	17	108
46. COc1ccc2c(c1)c(C(=O)O)c(C)n2CC(C)C
  -0.3	-2	1.1	2	0.9	-9	0	1.3	-2	106
47. c1ccc2sc(NC3=NCCN3)nc2c1
  0.0	4	0.9	-10	2.4	10	-6	0.5	10	121
48. CCCCCn1c(=O)c(C(=O)Nc2cnccn2)c(O)c2ccccc21
  0.1	7	1	2	0.68	-5	-9	-0.1	-2	97
49. O=C(NC(=C(Cl)Cl)P(=O)(c1ccccc1)c1ccccc1)c1ccccc1
  -0.3	-2	1	-8	1	-3	-2	-0.4	8	96
50. O=C1NC(=O)C2=Cc3ccc(O)cc3OC2(O)N1 (stereo not drawn)
  0.1	5	1.1	13	1	-5	-1	5.7	-13	103
51. CNC(C(=O)c1ccccc1)C(OC(C)C)c1ccc(Cl)cc1 (stereo not drawn)
  -0.1	7	1.1	5	1	-7	-9	0.4	-5	82
52. C=CCN1C(=O)NC(=O)/C(=C/c2cc3c4c(c2)CCCN4CCC3)C1=O
  -0.2	-2	1	23	1.2	4	-2	0.0	-23	100

Arranged by heavy-atom count (ascending): some entries from above.
Values in the order – Hsp70 activator	G6PDH CS	FLuc stim CS	APP 5UTR inh	NF-kB expr up	FLuc inhib CS	Efa HMGR inh	Redox H2O2 prof	APP 5'UTR act	STAT1 activator
34. O=C(Cc1ccccc1)N1CCN(C2CCCC2)CC1
  -0.2	0	1	-10	1.1	0	-1	-3.5	10	104
13. Cc1ccnc(-n2c(-c3ccccc3)nc3ccccc3c2=O)c1
  -0.2	-9	1	13	1.1	-4	6	-2.7	-13	100
10. CCc1ccc(-n2c(O)c(/C=N/NC(=O)c3ccncc3)c(=O)[nH]c2=O)cc1
  -0.4	-24	1.1	-2	1.1	-6	-1	0.4	2	97

From PubChem BioAssay
